Screening data: PubChem BioAssay, National Center for Advancing Translational Sciences (NCATS)
A-T KAP1 phos = potential ataxia-telangiectasia treatment; […] A-T fibroblasts, KAP-1 phosphorylation AlphaLISA; neocarzinostatin DNA damage 30 min before lysis; Potency, µM (series often up to 57.5 µM), for inactives: at the top dose activation, actives largely listed as activators; 320,000 tested, 0.19% active; also: potency is read from the fitted curve at half-maximal effect; % of control where 0% means no effect; nearly all actives have a fitted effect of over 45% in size
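hTERT-immortalized A-T patient fibroblasts ([…]), 500 cells/well in OPTI-MEM, 1% FBS, got compounds for 60 min, then NCS for 30 min at 37C. Lysates were then assayed for phospho-KAP-1 by AlphaLISA (anti-pKAP1 donor, anti-KAP1 acceptor beads), 6 hr at 25C.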
TCR activator = activators of T cell receptors. primary human leukocytes, anti-CD3, IL-2 HTRF, 48 h. Potency, µM (doses to about 9.22 µM), for inactives: top-dose activation of IL-2 secretion, hits mostly activators. 330,000 tested, under 10 active; also: % of control where 0% means no effect
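1) Mix primary human leukocytes, a-CD3 beads and compound. 2) Incubate 48 hr. 3) Add HTRF IL-2 reagents (a-IL-2-K, a-IL-2-d2).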
BCR signal inh = chronic active BCR signaling inhibition; ABC-DLBCL IkBa-CBG/CBR reporter, luminescence ratio, 4 h; 340,000 tested, 0.05% active; Potency, µM (top dose mostly 46.1 µM), without a hit: top-dose ratio change, negative = lower green/red ratio, actives largely listed as inhibitors; AID 493014; active = well fitted inhibition curve with a large enough effect in the signal ratio, with a control signal flat, not every such curve was filed as active; inconclusive = small, poorly fitted or top-dose-only effect, or effect the other way, or a change in a side signal; the % refers to the signal ratio;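 also: potency is read from the fitted curve at half-maximal effect; plate controls were basal doxycycline-induced cells for no effect and cells given 10 µM MG132 for full effect; MG132 reads +100%, hits lower the ratio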
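TMD8 human ABC-DLBCL cells with doxycycline-inducible IκBα–green luciferase fusion and unfused red luciferase, in 0.5% FBS medium; compounds up to 46 uM, 4 h at 37C. Green/red luminescence ratio, filter-overlap corrected, fitted to concentration-response curves.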
Tb PFK inh = blocks T. brucei phosphofructokinase. O15648. T. brucei PFK, ADP-Glo luminescence. Potency, µM (titrated, usually from 57.5 µM), without a hit: top-dose activity, negative = inhibition, actives largely listed as inhibitors. 330,000 tested, 0.17% active;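 also: potency is read from the fitted curve at half-maximal effect; 0% = uninhibited 1x PFK enzyme wells and -100% = no-enzyme wells; nearly all actives have a fitted effect of over 60% in size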
Target sequence (O15648 whole entry, looked up): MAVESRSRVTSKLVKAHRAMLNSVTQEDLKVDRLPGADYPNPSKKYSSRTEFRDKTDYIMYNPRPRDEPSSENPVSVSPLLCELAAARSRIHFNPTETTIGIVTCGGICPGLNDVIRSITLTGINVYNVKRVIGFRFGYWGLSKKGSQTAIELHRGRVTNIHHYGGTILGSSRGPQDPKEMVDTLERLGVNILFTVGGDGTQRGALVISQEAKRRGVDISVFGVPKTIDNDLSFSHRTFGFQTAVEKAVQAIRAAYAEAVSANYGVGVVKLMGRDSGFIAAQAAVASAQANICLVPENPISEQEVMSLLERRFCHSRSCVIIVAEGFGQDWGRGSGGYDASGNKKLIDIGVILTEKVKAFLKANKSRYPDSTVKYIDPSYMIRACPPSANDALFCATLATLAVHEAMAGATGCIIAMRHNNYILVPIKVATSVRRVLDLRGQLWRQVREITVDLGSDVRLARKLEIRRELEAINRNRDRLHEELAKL
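1.25 nM PFK with 0.5 mM F6P and 0.1 mM ATP in 0.1 M TEA pH 8.0, 5 mM MgCl2, incubated 45 min at room temperature; ADP measured by ADP-Glo luminescence; compounds titrated up to 57 uM.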
TSHR antagonist = blocks TSH signaling through the human TSH receptor. P16473. TSHR-expressing cells, TSH-stimulated cAMP HTRF, 2 h; active compounds read low. activity change, negative = inhibition, % at 11.5 µM. 330,000 tested, 0.2% active. AID 504810;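 active = activity change below a set negative limit, meaning inhibition stronger than a set level, cut at about -70% in these data; inconclusive = activity change between two set negative limits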; also: % is scaled to controls: 0 for no effect and ±100 for the full control effect
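TSHR-expressing cells, 200/well, pre-treated with compound, then stimulated with EC80 TSH (4nM final) for 2 hours at 37 deg C. cAMP measured by competitive HTRF: anti-cAMP cryptate antibody in lysis buffer plus cAMP-d2, read after 30 minutes at room temperature.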
CXXC DNA block = inhibitors of human MLL CXXC domain-DNA interaction; MLL-CXXC / FITC-HOXA9 DNA fluorescence polarization; Potency, µM (titrated, usually from 115 µM), without a hit: at the highest dose activity change, negative = inhibition, hits mostly inhibitors; 290,000 tested, 0.037% active; AID 2662; active = well fitted inhibition curve with a large enough effect in the polarisation, with a control signal flat, not every such curve was filed as active; inconclusive = small, poorly fitted or top-dose-only effect, or effect the other way, or a change in a side signal; inactive = no such curve, though single readings can be large or run the other way; the % refers to the polarisation; also: potency is read from the fitted curve at half-maximal effect
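Steps: dispense CXXC domain solution (7 uM) → pin compounds or unlabeled HOX-A9 DNA control → 5 min ambient → add FLSN-HOX-A9 solution (50 nM) → spin → 30 min ambient → fluorescence polarization. Tris pH 7.5/NaCl/DTT/BSA buffer.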
hERG WT inh = inhibitors of human wildtype KCNH2 potassium channel. U2OS, BacMam KCNH2, thallium flux FluxOr; active compounds read low. AID 720551. activity change, % at 1.84 µM. 340,000 tested, 0.37% active;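 active = maximum activity change below -70%; inconclusive = maximum activity change between -70% and -50%; inactive = maximum activity change above -50%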; also: % is scaled to controls: 0 for no effect and ±100 for the full control effect
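U2OS cells were transduced with wild-type KCNH2 virus (2.03 x 10^8 / mL) for 4 h at room temperature, then cultured overnight at 37 C. Thallium flux was read with FluxOr dye. Rate constants were normalized to DMSO controls.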
FBPA coupling cs = inhibits coupling enzyme system, counter-screen for aldolase hits; coupling enzyme system counterscreen, AmpLite Red fluorescence; activity change, negative = inhibition, % at 58.2 µM, hits read low; 290,000 tested, 0.67% active; in the data active = activity change below about -30%; also: % is scaled to controls: 0 for no effect and ±100 for the full control effect
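Counterscreen of the coupled detection system alone, without aldolase: glyceraldehyde-3-phosphate coupling enzymes plus AmpLite Red readout. Compounds at 57.5 uM final, 10 min RT preincubation, 20 min RT reaction, fluorescence 525/598 nm.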
GALK inhibitor = blocks human galactokinase activity; P51570; Purified GALK, Kinase-Glo residual ATP luminescence; Potency, µM (series often up to 57.5 µM), inactives show at the highest dose activity change, negative = inhibition, most hits filed as inhibitors; 270,000 tested, 0.007% active; AID 1868; also: potency is read from the fitted curve at half-maximal effect; % is scaled to controls: 0 for no effect and ±100 for the full control effect
Target sequence (P51570 whole entry, looked up): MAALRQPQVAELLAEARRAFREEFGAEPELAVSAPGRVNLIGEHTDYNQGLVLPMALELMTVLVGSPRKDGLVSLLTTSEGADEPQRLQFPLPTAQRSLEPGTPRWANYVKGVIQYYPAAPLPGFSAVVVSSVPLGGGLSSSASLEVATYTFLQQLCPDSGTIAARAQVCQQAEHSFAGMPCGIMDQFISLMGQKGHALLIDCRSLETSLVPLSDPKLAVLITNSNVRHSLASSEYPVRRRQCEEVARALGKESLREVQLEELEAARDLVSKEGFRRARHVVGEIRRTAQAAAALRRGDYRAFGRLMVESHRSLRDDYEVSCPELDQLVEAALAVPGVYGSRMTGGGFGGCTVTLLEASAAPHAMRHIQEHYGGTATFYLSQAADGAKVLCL
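The enzyme phosphorylates galactose (100 uM) using ATP (35 uM); inhibition is detected as higher residual ATP, quantified by bioluminescence after 1 h reaction at room temperature, pH 8.0.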
Giardia kill = kills Giardia lamblia. 340,000 tested, 0.15% active. AID 540267. Giardia lamblia trophozoite viability. activity change, % at 7.66 µM, hits read low; in the data active = activity change below about -80%; inconclusive = between about -30% and that limit;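 also: parasites exposed to compound for two days anaerobically before the ATP read; % is scaled to controls: 0 for no effect and ±100 for the full control effect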
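Compounds were tested on trophozoites seeded at 100 cells/well and held 48 hrs at 37 deg C anaerobically. An ATP-based luminescent kit measured the remaining live cells.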
Active calls of the source: *; ? = inconclusive; . = not tested or not shown; [ ] = dose if it differs, or a comment. Unless noted, calls follow the shape of the dose curve; as a rule, active = well fitted curve in the direction sought with a large enough effect; inconclusive = small, poorly fitted or top-dose-only effect, or another doubt; inactive = no such curve, though single readings can be large; an effect the other way counts as inactive or inconclusive.

#	Molecule	CXXC DNA block	hERG WT inh	BCR signal inh	TSHR antagonist	GALK inhibitor
1	O=C(COCc1ccccc1)N[C@@H]1c2ccccc2CC[C@@H]1OCc1ccccc1	.	-16	3%	-5	.
2	CC(C)CCNC(=O)NC(=O)COC(=O)C1CCN(S(=O)(=O)c2ccccc2F)CC1	0%	0	-23%	-3	0%
3	O=C(CSc1nc2ccccc2c(=O)n1-c1ccccc1)NCC1CCCO1 (stereo not drawn)	3%	-7	?	-7	5%
4	CN1CCN(Cc2cccc(Oc3ccccc3)c2)CC1	3%	-13	2%	8	1%
5	Cn1c(CCNC(=O)c2ccccc2)nc2ccccc21	-2%	2	5%	6	1%
6	CN1CCN(CCCNC(=O)CCc2nnc3n(Cc4ccccc4Cl)c(=O)c4ccccc4n23)CC1	8%	-6	6%	12	4%
7	COc1ccccc1-c1nc(-c2cccc(C)c2)no1	1%	20	?	-18	0%
8	C/C=C/C=C/C(=O)N1CC2(CC(c3cccc(NC(=O)/C=C/C)c3)=NO2)C[C@@H]1C(N)=O (stereo partly drawn)	8%	.	1%	-7	-3%
9	O=C(NNC(=S)Nc1ccc(Cl)cc1Cl)c1cccnc1	.	-8	10%	-7	.
10	N#C/C(=C\c1ccncc1)c1ccc(NC(N)=O)cc1	14%	4	?	-4	2%

#	FBPA coupling cs	TCR activator	Giardia kill	Tb PFK inh	A-T KAP1 phos
1	.	-2%[46.1 µM]	14	-4%	-54%[inhibitor]
2	0	1%[46.1 µM]	-4	0%	1%
3	2	-4%	-14	1%	4%
4	2	-1%	1	1%	.
5	-1	-1%[46.1 µM]	6	-3%	-3%
6	.	-5%	22	1%	-27%
7	-1	-5%	1	0%	23%
8	1	-4%	4	-28%	13%
9	.	1%	11	-1%	-12%
10	3	-6%	-10	-10%	11%

The listing continues:
#	Molecule	CXXC DNA block	hERG WT inh	BCR signal inh	TSHR antagonist	GALK inhibitor
11	COCCCNC(=S)NC(=O)c1ccccc1	8%	-20	0%	-1	-1%
12	CC(C)(C)c1ccc(/C=C2\Oc3c(ccc(O)c3CN3CCN(CCO)CC3)C2=O)cc1	-4%	-9	?	-9	.
13	CCCCNC(=O)N1CCCN(c2ccc(C#N)cn2)CC1	3%	-11	-4%	-7	-3%
14	COc1ccc(CN2CCCC(C(=O)N3CCCCC3)C2)cc1 (stereo not drawn)	-1%	5	-1%	10	4%
15	COc1ccc(CCNC(=O)CCCn2nc(C)n3ccnc3c2=O)cc1OC	-3%	3	1%	1	.
16	Cc1ccc(C2Nc3ccccc3NC3=C2C(=O)CC(C)(C)C3)c(O)c1 (stereo not drawn)	19%	-4	0%	-2	3%
17	N#C/C(=C\c1ccccc1)C(=O)Nc1cc(S(=O)(=O)N2CCOCC2)ccc1N1CCCC1	5%	10	2%	2	1%
18	O=C(COc1cccc2c1CCNC2=O)Nc1cccc(F)c1	.	3	?	32	.
19	CN(C)CCOc1ccccc1C(C)(C)C	9%	4	9%	8	1%
20	COCc1[nH]nc2c1C(c1cc(OC)c(O)c(OC)c1)C(C#N)=C(N)O2 (stereo not drawn)	-9%	4	?	6	1%

#	FBPA coupling cs	TCR activator	Giardia kill	Tb PFK inh	A-T KAP1 phos
11	1	2%[46.1 µM]	-7	-2%	9%
12	3	-2%	-13	-10%	6%
13	-1	2%	-19	2%	0%
14	0	0%	14	-12%	-3%
15	1	1%	-19	1%	-3%
16	1	5%	9	1%	-6%
17	-4	-2%[46.1 µM]	0	-2%	6%
18	.	2%	20	-24%	.
19	-1	0%	-4	-8%	1%
20	-10	2%	9	4%	-7%

(list continues)
#	Molecule	CXXC DNA block	hERG WT inh	BCR signal inh	TSHR antagonist	GALK inhibitor
21	COc1c(Br)cc([N+](=O)[O-])c(OC)c1C(=O)NC(=O)Nc1c(Cl)cccc1Cl	3%	-4	0%	2	-5%
22	CCCOC(=O)C1=C(C)NC2=C(C(=O)CCC2)C1c1cccs1 (stereo not drawn)	-2%	-9	2%	8	2%
23	CC(=O)c1ccc(N2CCN(C(=O)c3noc4c3CSc3ccccc3-4)CC2)cc1	16%	8	?	9	8%
24	C=CCNC(=S)N1CCC(C(=O)c2ccc(OC)cc2)CC1	4%	8	5%	-6	3%
25	CC(=C\c1ccco1)/C=C(\C#N)C(=O)NCCc1c[nH]c2ccccc12	26%	-24	?	-6	1%
26	COc1ccc(CN2C(=O)CN=C2Nc2cccc(C)c2C)cc1	7%	-26	-8%	12	0%
27	Cc1cccc(C)c1NC(=O)C(=O)c1cn(C)c2ccccc12	-5%	-19	?	-10	-1%
28	COc1ccccc1NC(=O)c1cc([N+](=O)[O-])ccc1N1CCOCC1	3%	2	-3%	-3	1%
29	CC1CCC(=O)N(CCC#N)CC1 (stereo not drawn)	-14%	1	1%	6	.
30	CCOc1ccc(-c2nc(CSCC(=O)NCC3CCCO3)c(C)o2)cc1 (stereo not drawn)	-10%	0	0%	9	-1%

#	FBPA coupling cs	TCR activator	Giardia kill	Tb PFK inh	A-T KAP1 phos
21	-1	-4%	8	2%	13%
22	0	-1%	6	-5%	10%
23	1	3%	-7	-1%	3%
24	2	3%	-8	-2%	3%
25	6	-6%[46.1 µM]	10	-7%	-1%
26	4	-3%	-4	6%	3%
27	1	-2%	19	-3%	0%
28	-1	3%	5	-1%	19%
29	0	-6%	11	3%	-1%
30	3	3%	-6	0%	1%

(more compounds)
#	Molecule	CXXC DNA block	hERG WT inh	BCR signal inh	TSHR antagonist	GALK inhibitor
31	C=CCNC(=O)CN1CCN(C(c2ccccc2)c2ccccc2)CC1	3%	7	-1%	11	-3%
32	O=C(O)c1cc(NC(=O)c2ccccc2F)cc(NC(=O)c2ccccc2F)c1	-13%	3	?	-1	-1%
33	Cc1ccc(Nc2nc(Cl)nc(NC(C)(C)C)n2)cc1	-8%	-10	?	-5	3%
34	COc1ccccc1CNC(=O)/C=C/c1ccc(S(=O)(=O)NCc2ccco2)cc1	4%	4	-7%	7	0%
35	COCCCNC(=O)c1c(-c2ccccc2)noc1C	-4%	-7	0%	1	1%
36	Fc1cccc(/C=C2\CCCC3=C2NC(=S)NC3c2cccc(F)c2)c1 (stereo not drawn)	-10%	-6	10%	-4	-1%
37	CCCCn1c(N)c(N(C)C(=O)c2ccc(OCC3CCCO3)cc2)c(=O)[nH]c1=O (stereo not drawn)	.	1	4%	-9	.
38	Cn1c(Cc2ccccc2)nnc1SCC(=O)c1ccc(Br)s1	8%	-4	-22%	-10	0%
39	CCCCCC(=O)Nc1ccc(C(=O)CN2C(=O)NC3(CCCCCC3)C2=O)cc1	.	-16	11%	13	.
40	CC(C)(C)CC(=O)NCCCN1CCOCC1	-3%	-1	-2%	-1	2%
41	CSc1ccc(-c2nc(O)c3cnccn23)cc1	10%	-3	?	-3	10%
42	Cc1cc(C)c(S(=O)(=O)c2cccc(Cl)c2)c(=O)[nH]1	9%	4	0%	1	4%
43	CCOC(=O)C1=C(C)N=c2s/c(=C/c3ccc(OCC(=O)O)cc3)c(=O)n2C1c1ccc(F)cc1 (stereo not drawn)	1%	4	?	-9	0%

#	FBPA coupling cs	TCR activator	Giardia kill	Tb PFK inh	A-T KAP1 phos
31	-1	0%	0	0%	0%
32	3	-1%	6	13%	1%
33	2	.	5	-1%	10%
34	1	1%[46.1 µM]	15	-1%	-3%
35	0	-2%	5	0%	4%
36	0	9%	6	-2%	-6%
37	.	-5%	-8	-2%	2%
38	-2	8%	7	0%	19%
39	.	2%	-29	0%	-2%
40	1	0%	17	3%	0%
41	0	-1%	-7	0%	5%
42	-1	-4%	18	0%	-4%
43	8	2%	19	1%	-6%

Looked up one by one from the list above:
#	Molecule	CXXC DNA block	hERG WT inh	BCR signal inh	TSHR antagonist	GALK inhibitor
35	COCCCNC(=O)c1c(-c2ccccc2)noc1C	-4%	-7	0%	1	1%
37	CCCCn1c(N)c(N(C)C(=O)c2ccc(OCC3CCCO3)cc2)c(=O)[nH]c1=O (stereo not drawn)	.	1	4%	-9	.
40	CC(C)(C)CC(=O)NCCCN1CCOCC1	-3%	-1	-2%	-1	2%

#	FBPA coupling cs	TCR activator	Giardia kill	Tb PFK inh	A-T KAP1 phos
35	0	-2%	5	0%	4%
37	.	-5%	-8	-2%	2%
40	1	0%	17	3%	0%

An excerpt from above, limited to GALK inhibitor, BCR signal inh and FBPA coupling cs.
cpd	molecule	GALK inhibitor	BCR signal inh	FBPA coupling cs
34	COc1ccccc1CNC(=O)/C=C/c1ccc(S(=O)(=O)NCc2ccco2)cc1	0%	-7%	1
35	COCCCNC(=O)c1c(-c2ccccc2)noc1C	1%	0%	0

Compounds were not picked by outcome; overall some 1.6% were active at least once.
